GPR55 beta-arrestin = GPR55 agonists via beta-arrestin recruitment, primary screen, imaging, U2OS cells, beta-arrestin-GFP redistribution (AID 1961); U2OS GPR55 beta-arrestin-GFP redistribution imaging; higher % means a stronger effect; activation, % at 10 µM, or EC50 in µM where a hit was titrated; 0.048% of 290,000 active;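 active means activation above 40% with more than 50 cells counted in the well; inconclusive means wells holding fewer than 50 cells, flagged as toxic or sparse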;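 further: U2OS osteosarcoma cells stably expressing GPR55 and beta-arrestin-GFP; plate controls were DMSO negative control for no effect and LPI positive control for full effect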
GPR35 arrestin U2OS = GPR35 antagonists blocking zaprinast-driven arrestin recruitment, primary screen, imaging, U2OS, beta-arrestin-GFP, zaprinast agonist (AID 2058) | U2OS GPR35 beta-arrestin-GFP translocation imaging, zaprinast antagonism; higher % means a stronger effect | inhibition, % at 10 µM, or IC50 in µM where a hit was titrated | 0.052% of 290,000 active;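 active means inhibition of at least 50% with at least 30 cells and total cytoplasm GFP at most 10,000,000; inconclusive means under 30 cells or total GFP of 10,000,000 plus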
Siah-1 displacement = Siah-1 peptide-binding antagonists, primary screen, biochemical, fluorescence polarization, rhodamine-plectin, uHTS (AID 1817) | Siah-1 / rhodamine-plectin peptide fluorescence polarization; higher % means a stronger effect | 0.02% of 290,000 active | displacement, % at 20 µM; hits with a dose series show IC50 in µM;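 active means displacement of at least 50% at 20 µM, with a fluorescence ratio check between 0.3 and a set limit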;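 further: plate controls were Siah plus tracer with DMSO for no effect and tracer alone without Siah for full effect; strong numbers were not always called active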
Dengue-2 NS5 capping = flavivirus cap methylation enzyme inhibition – biochemical, confirmation dose response, primary screen (AID 588689); Dengue-2 NS5 methyltransferase capping enzyme assay, biochemical; higher % means a stronger effect; inhibition, % at 25 µM; hits with a dose series show IC50 in µM; 0.3% of 340,000 active; in the data active means a potency from the dose series; inconclusive means inhibition above about 29% without an active follow-up result
K1F lysis inhibition = protection from phage-mediated lysis, alamar blue read-out – E. coli UTI89, K1F phage, bacterial capsule biogenesis inhibitors (AID 488966); E. coli UTI89 K1F phage lysis, alamar blue, 2 h; higher % means a stronger effect; 0.02% of 340,000 active; one-dose inhibition, % at 100 µM; IC50 in µM for titrated hits;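 active means phage lysis inhibition, versus mean bacterial control, above a set limit; inconclusive means no clear call, values can overlap the other calls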;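 further: capsule biogenesis inhibitors block K1F phage lysis so surviving cells raise fluorescence; higher fluorescence means more inhibition of phage lysis; actives were called in the ten point dose series up to 300 µM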
NTR1 agonist = agonists of NTR1, primary screen, imaging, U2OS cells, beta-arrestin-GFP, high content (AID 493036); 0.17% of 330,000 active; P30989; activation, % at 20 µM; NTR1-U2OS beta-arrestin-GFP spot imaging, agonist mode;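 active means activation at or above 40% of the spot to cytoplasm intensity ratio, with at least 20 cells analyzed; inconclusive means wells under 20 cells, flagged as cytotoxic or low count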;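 further: 0% = DMSO without peptide and 100% = 100 nM NTR1 peptide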
Target sequence (P30989 whole entry, looked up): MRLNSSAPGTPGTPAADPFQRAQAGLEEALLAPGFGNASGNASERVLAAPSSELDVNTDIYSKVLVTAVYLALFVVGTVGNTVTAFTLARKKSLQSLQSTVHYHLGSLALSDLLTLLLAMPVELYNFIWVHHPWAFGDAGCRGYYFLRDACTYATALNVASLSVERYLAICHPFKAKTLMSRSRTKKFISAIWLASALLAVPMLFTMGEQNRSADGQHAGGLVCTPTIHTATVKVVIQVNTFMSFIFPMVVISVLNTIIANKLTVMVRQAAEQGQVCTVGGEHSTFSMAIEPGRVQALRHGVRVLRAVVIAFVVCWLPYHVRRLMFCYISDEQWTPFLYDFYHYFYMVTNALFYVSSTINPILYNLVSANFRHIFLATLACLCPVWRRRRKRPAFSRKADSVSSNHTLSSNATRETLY
GPR55 LPI antagonism = GPR55 antagonists blocking LPI-driven arrestin recruitment, primary screen, imaging, U2OS, beta-arrestin-GFP, LPI agonist (AID 2013); U2OS GPR55 beta-arrestin-GFP translocation imaging, LPI antagonism; higher % means a stronger effect; one-dose inhibition, % at 10 µM; IC50 in µM for titrated hits; 0.13% of 290,000 active;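 active means spots per cell inhibited over 60%, with over 100 cells counted and total cytoplasm intensity under 500,000; inconclusive means wells with under 100 cells, flagged as likely toxic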;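 further: U2OS cells stably carrying GPR55 and arrestin-GFP stimulated by 5 µM LPI near EC80; imaged beta-arrestin-GFP aggregate spots per cell after agonist stimulation; plate controls were LPI-stimulated DMSO wells for no effect and DMSO wells without LPI for full effect; some results filed as inactive read as strong as hits; confirmed hits need IC50 under 10 µM and bright autofluorescent wells are also inconclusive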
AID2073 = inhibitors of Mint1-CaV2.2 protein interaction, biochemical, HTRF (AID 2073) | HTRF protein-protein interaction, Mint1-CaV2.2; higher % means a stronger effect | one-dose inhibition, % at 20 µM; IC50 in µM for titrated hits | 0.19% of 290,000 active; in the data active means inhibition mostly above about 51%, no sharp cut-off; inconclusive means no clear call, values can overlap the other calls; inactive means mostly below about 53%; further: some results filed as inactive read as strong as hits
HIV peptide binding = inhibitors of HIV fusion peptide binding, primary screen, biochemical, uHTS, fluorescence dequenching (AID 1986). inhibition, % at 20 µM, or IC50 in µM where a hit was titrated. 0.3% of 290,000 active. cell-free peptide binding, fluorescence dequenching, 30 min; higher % means a stronger effect; in the data active means inhibition mostly above about 52%, no sharp cut-off; inactive means mostly below about 76%; further: some results filed as inactive read as strong as hits
NTR1 agonist cell count 20 µM = recorded beside NTR1 agonist, whose call it bears; cell count; measured here: cell count, cytotoxicity flag
Dengue-2 NS5 capping pilot replicate = further read-out of Dengue-2 NS5 capping, marked with its call; inhibition, %; measured here: pilot screen replicate inhibition
The depositor's hits bear a star; i = inactive; ? = inconclusive; / = no result given; [ ] = remark or other dose.

Preview, two compounds:
SMILES | GPR55 beta-arrestin | GPR35 arrestin U2OS | Siah-1 displacement | Dengue-2 NS5 capping | K1F lysis inhibition | NTR1 agonist | NTR1 agonist cell count 20 µM | GPR55 LPI antagonism | AID2073 | HIV peptide binding | others
O=C(CN1C2=NCCN2c2ccccc21)N1CCOCC1 | 0.0% | -5% | 13% | / | / | 1.3 | 38 | -5% | 5% | 0.8%
CCOc1ccc(NCc2nc3ccccc3n2CCOc2ccccc2)cc1 | -0.2% | 3% | 2% | 3% | -1.2%[50 µM] | / | / | 8% | -10% | -1.4%

Results, from the start:
SMILES | GPR55 beta-arrestin | GPR35 arrestin U2OS | Siah-1 displacement | Dengue-2 NS5 capping | K1F lysis inhibition | NTR1 agonist | NTR1 agonist cell count 20 µM | GPR55 LPI antagonism | AID2073 | HIV peptide binding | others
O=C(CN1C2=NCCN2c2ccccc21)N1CCOCC1 | 0.0% | -5% | 13% | / | / | 1.3 | 38 | -5% | 5% | 0.8%
CCOc1ccc(NCc2nc3ccccc3n2CCOc2ccccc2)cc1 | -0.2% | 3% | 2% | 3% | -1.2%[50 µM] | / | / | 8% | -10% | -1.4%
CCS(=O)(=O)N1CCN(c2cc3c(cc2[N+](=O)[O-])n(C)c(=O)n3C)CC1 | 0.5% | 3% | -5% | -5% | -0.1% | 2.8 | 53 | 3% | -8% | -0.3%
O=C(Nc1nnc(-c2ccccc2)o1)c1nc2ccccc2s1 | -0.1% | -10% | 0% | -4% | -0.3% | 0.8 | 67 | 12% | 12% | 9.0%
CC(C)(C)c1ccc(C2=NC(=O)C(CC(=O)O)S2)cc1 (configuration not stated) | -0.2% | 10% | 0% | 5% | 0.6% | 1.5 | 53 | -2% | -1% | 12%
N#Cc1ccc(COc2cccc3cccnc23)cc1 | -0.2% | -5% | 3% | -6% | -0.3% | 0.9 | 44 | 3% | 5% | 0.6%
CCC(=O)OCCCCCCOc1ccc(C(=O)O)cc1 | -0.3% | 1% | 2% | 0% | 0.3% | 0.5 | 80 | 4% | 3% | 3.7%
O=C1/C(=C/c2cccnc2)N=C2CCCCCN12 | -0.7% | -1% | -4% | 2% | 0.1% | -0.7 | 82 | 3% | 6% | 2.0%
CCCCCCOc1ccc(/C(C)=N/NC2=NCCN2)cc1[N+](=O)[O-] | -0.1% | 7% | 3% | 0% | -0.3% | 41* | 86* | 3% | -2% | 0.1%
Cc1cc(Nc2cccc([N+](=O)[O-])c2)c2cccc(C)c2n1 | -0.1% | 1% | -4% | / | / | 2.4 | 61 | 14% | 11% | -0.3%
CC(=O)Nc1ccc(NC(=O)COc2ccc(S(=O)(=O)N3CCCC3)cc2C)cc1 | 0.3% | -2% | 0% | 2% | -0.1% | -1.0 | 44 | 8% | -5% | 2.3%
COc1ccc(NC(=O)CN(c2ccc([N+](=O)[O-])cc2)S(=O)(=O)c2ccccc2)cc1 | 0.2% | 29% | -7% | 3% | 1.4% | 1.5 | 51 | 8% | 9% | -2.9%
CCOC(=O)CSc1nc2ccccc2c(=O)n1C | -0.1% | -3% | 5% | -1% | 0.6% | 0.6 | 32 | -9% | 4% | -0.6%
Cc1ccc(CCNS(=O)(=O)c2ccc3c(c2)C(C)(C)C(=O)N3C)cc1 | -0.1% | 4% | -5% | -5% | -3.5% | 1.3 | 67 | 7% | -4% | 0.3%
CCCCN(CC)Cc1c(O)ccc2c(-c3ccccc3)cc(=O)oc12 | 0.0% | -6% | 4% | 5% | 0.1% | 1.3 | 67 | 7% | 28% | -3.6%
COc1ccc2cc(CN(CC3CCCO3)S(=O)(=O)c3ccccc3Cl)c(=O)[nH]c2c1 (configuration not stated) | -0.1% | 0% | -1% | -5% | -1.1% | -0.1 | 42 | 4% | -2% | 4.6%
COc1ccccc1C(=O)Nc1cc2cc(Cl)ccc2oc1=O | -0.1% | 20% | -2% | -6% | 0.1% | -1.4 | 101 | 5% | 29% | -0.3%
COc1ccc(NC(=S)N/N=C/c2cccn2Cc2ccc(F)cc2Cl)cc1 | 0.1% | 6% | 2% | -3% | -0.1% | 12 | 55 | -2% | 10% | 0.3%
CC(=O)c1ccccc1OC(=O)COc1ccc([N+](=O)[O-])cc1 | 0.9% | -6% | 4% | -16% | 0.2% | 2.3 | 66 | -13% | 27% | 0.4%
NC(=O)c1oc2ccccc2c1NC(=O)C1COc2ccccc2O1 (configuration not stated) | 0.8% | -25% | 3% | -1% | 0.1% | 5.2 | 54 | -2% | 9% | 2.3%
O=C(Nc1ccc(Cl)cc1)c1cccs1 | 1.0% | 2% | 2% | -9% | 2.4% | -0.2 | 78 | -20% | 4% | -0.4%
CCCN(CC(=O)Nc1ccc(F)c(F)c1F)CC(=O)Nc1c(Cl)cccc1Cl | -0.2% | -14% | 1% | -10% | 0.4% | -1.5 | 55 | -10% | -4% | 1.8%
COc1ccc2nc(C)c(C(N)=O)cc2c1 | 0.1% | 9% | 4% | 0% | 0.2% | -0.3 | 64 | 10% | 6% | -1.0%
Cc1nn(C)cc1CNC(=O)CCC(=O)O | -0.3% | 5% | -4% | -3% | -0.8% | -0.6 | 40 | 22% | 17% | 3.0%
Cn1nnnc1SCCNCc1ccccc1OCc1ccccc1Cl | -0.9% | -5% | 3% | -2% | 1.1%[50 µM] | 0.7 | 51 | 23% | -3% | -0.6%
CC(C)(C)NC(=O)N1CCCC(C(=O)c2cccc(Cl)c2)C1 (configuration not stated) | -0.2% | -5% | 3% | -7% | 0.3% | 0.1 | 71 | -7% | 4% | 1.8%
CCCOc1ccccc1Nc1nnc(C)c(=O)[nH]1 | -0.2% | -13% | -2% | -1% | 0.4% | -1.3 | 86 | 9% | 4% | 0.0% | Dengue-2 NS5 capping pilot replicate=-0.6
COc1ccc(C(=O)NCCc2cc3c(OC)ccc(OC)c3[nH]c2=O)cc1OC | 0.1% | 18% | -3% | -6% | 0.1% | 0.4 | 86 | 16% | 13% | -1.4%
Cc1noc(C)c1S(=O)(=O)Nc1ccccc1Cl | -0.2% | -9% | 2% | 1% | 0.1% | -0.6 | 47 | 8% | -3% | 1.7%
CCN(CC)C1CCN(C(=O)CCc2nnc(CCc3ccccc3)o2)C1 (configuration not stated) | 0.7% | -6% | 2% | -2% | 0.6% | -0.9 | 58 | 2% | -3% | -0.9%
CCCc1c(C(=O)N/N=C/c2c(OC)ccc3ccccc23)nnn1-c1nonc1N | -0.1% | -10% | 0% | 2% | 2.2% | 12 | 64 | 3% | -1% | 3.4%
CCOC(=O)c1[nH]c2cc3c(cc2c1NC(=O)CN1CCC2(CC1)OCCO2)OCO3 | -0.2% | 8% | -4% | 2% | 4.8% | 0.1 | 66 | -1% | 23% | -2.9%
CCC(=O)NC(=S)Nc1ccc(N2CCN(C(=O)c3ccc(Cl)cc3)CC2)cc1 | 0.3% | 5% | 7% | 16% | 0.5% | 1.4 | 45 | -9% | -5% | -1.9%
Nc1ccc(-c2nc3ccc(N)cc3s2)cc1 | 0.0% | -6% | 10% | -9% | 0.2% | 2.0 | 61 | 13% | ? | -1.8%
COC(=O)c1ccccc1S(=O)(=O)NNC(=O)Nc1ccccc1 | 0.0% | -10% | 5% | -11% | 0.3% | -0.8 | 50 | 4% | 24% | 1.6%
O=C(OCc1cccs1)c1ccccc1NS(=O)(=O)c1ccc2c(c1)OCCO2 | 0.2% | -4% | 8% | 10% | 2.3% | -2.6 | 93 | 5% | 0% | 1.8%
Cc1c(C(=O)Nc2ccc(F)cc2)cn2c(nc3ccccc32)c1C#N | 0.0% | -7% | -5% | -14% | -0.1% | 1.5 | 59 | 12% | 27% | 4.5%
COc1ccc(NS(=O)(=O)c2cccc(NC(=O)C3=NN(c4ccccc4)C(=O)CC3)c2)cc1 | 0.2% | 54% | 0% | -5% | 1.8% | 1.7 | 44 | -20% | 19% | 1.0%
CCCOc1nc2c(c(=O)n(C)c(=O)n2C)n1Cc1cccc2ccccc12 | -0.2% | -1% | 3% | -4% | 0.1% | 11 | 67 | 2% | 0% | -1.8%
O=C1C2CCCN2C(c2ccc(F)cc2)N1c1ccc(Cl)cc1 (configuration not stated) | -0.2% | 4% | 2% | 1% | -0.1% | 3.2 | 62 | 5% | -2% | -2.4%
CCCc1cc(=O)n2[nH]c(SCc3ccc(Cl)cc3)nc2n1 | 0.0% | 2% | 2% | 0% | -0.1% | -0.8 | 73 | -8% | 29% | 5.8%
Cc1ccc(NC(=O)CCS(=O)(=O)c2ccc(Br)cc2)nc1 | 0.5% | 8% | 9% | -7% | 3.8% | -0.9 | 49 | 0% | 16% | 1.5%
COc1ccccc1CNC(=O)C(C)n1nc(C)n2c(cc3occc32)c1=O (configuration not stated) | 0.0% | 0% | 2% | -9% | -0.3% | -1.3 | 54 | 1% | 5% | -1.2%
COc1ccc(N(CC(=O)Nc2ccccc2OC)S(=O)(=O)c2ccc(NC(C)=O)cc2)cc1 | 0.9% | 7% | -6% | -6% | 0.7% | 1.9 | 57 | -26% | -6% | 0.2%
CCCCN(Cc1cc2cc(OC)ccc2[nH]c1=O)S(=O)(=O)c1ccc(C)cc1 | 0.5% | -6% | i | -2% | 6.4% | 15 | 63 | 0% | 3% | 0.7%
Cc1nccn1Cc1cccc2ccccc12 | 0.0% | 15% | 5% | -6% | 1.1%[50 µM] | -1.1 | 77 | 9% | -4% | -0.4%
Cn1cccc1CC(=O)N/N=C/c1ccc(C(C)(C)C)cc1 | -0.2% | 18% | 6% | -2% | -2.7% | 1.6 | 57 | 2% | -11% | 2.7%
Cn1c(=O)c2cc(S(=O)(=O)NC(C(=O)N3CCCCCC3)c3ccccc3)ccc2n(C)c1=O (configuration not stated) | 0.3% | -12% | -2% | -1% | -1.6% | 0.9 | 101 | 9% | -3% | 1.9%
CCCCOC(=O)CSc1nnc(-c2ccc(Cl)cc2Cl)o1 | 0.0% | 8% | -6% | -6% | 1.0% | 0.8 | 35 | -6% | 4% | -1.0%
CCOCCCNC(=S)N(CCN(C)C)Cc1cc2cc3c(cc2[nH]c1=O)OCCO3 | -0.1% | 9% | -3% | -3% | 0.5% | 0.5 | 56 | 12% | -16% | -0.1%

Outcome played no part in choosing rows; about 1.2% have a hit in one of these screens.
